PMI act = activators of human PMI, primary screen, biochemical, fluorescence intensity, near-Km mannose 6-phosphate; 190,000 compounds, 0.005% hits; activation factor at 20 µM; Mannose-6-phosphate isomerase (Homo sapiens), P34949; purified human PMI, coupled resazurin fluorescence, 20 min; stronger effect = higher value; 1 = vehicle control, 0 substrate-free wells; AID 1214, 2008;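 active means activation factor of 2 or more at 20 µM, relative to plate controls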
Target sequence (P34949 whole entry, looked up): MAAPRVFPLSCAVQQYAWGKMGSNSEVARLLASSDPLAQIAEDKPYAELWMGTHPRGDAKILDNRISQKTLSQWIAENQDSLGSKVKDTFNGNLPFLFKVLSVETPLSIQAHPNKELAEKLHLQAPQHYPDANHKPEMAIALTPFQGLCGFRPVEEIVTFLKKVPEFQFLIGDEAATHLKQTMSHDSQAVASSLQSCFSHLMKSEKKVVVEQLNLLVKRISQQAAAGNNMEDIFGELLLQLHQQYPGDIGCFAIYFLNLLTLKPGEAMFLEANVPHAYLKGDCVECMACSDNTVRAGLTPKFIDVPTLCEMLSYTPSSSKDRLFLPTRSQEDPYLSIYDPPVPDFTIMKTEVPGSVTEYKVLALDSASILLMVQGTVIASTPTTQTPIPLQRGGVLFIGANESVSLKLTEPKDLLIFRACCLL
APP 5'UTR act = activators of APP 5'UTR luciferase reporter, primary screen, SH-SY5Y cells. AID 1276, 2008. SH-SY5Y APP 5'UTR luciferase reporter, luminescence; zero percent = DMSO vehicle wells. 190,000 compounds, 1% hits. activation, % at 2 µM;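 active means activation above a set limit, based on mean plus 3 SD of controls, cut at about 140% in these data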; further: values of inactives mirror those of a sister screen read the other way
FLuc act counter = FLuc activators, initial screening, artefact control for FLuc-dependent activation tests, biochemical, ATPlite luminescence. Luciferin 4-monooxygenase (Photinus pyralis), P08659. ATPlite luciferase biochemical, 10 min; 0 = ATP-free wells, 1 = DMSO control. activation factor at 10 µM. 200,000 tested, under 10 active. AID 1027, 2008;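 active means luciferase activation factor, scaled between plate controls, of at least 2 with compound at 10 µM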
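System: Luciferase/luciferin detection reagent, cell-free biochemical luciferase assay | Medium: PBS buffer for ATP | Dosing: Test compounds dosed from 2 mM stocks in 100% DMSO | Timing: 10 min at ambient temperature | Signal: Luminescence measurement of luciferase light output | Evaluation: Luciferase activation, seen as luminescence increase over controls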
NF-kB neuron act = activators of NF-kB expression in neurons, primary screen, cell-based, HTS | human neuronal cells, NF-kB reporter expression; stronger effect = higher value | fold change at 12.5 µM | 190,000 compounds, 1.6% hits | AID 1239, 2008; in the data active means fold change above about 3.3
TNAP inh hiacc = human TNAP enzyme inhibitors, primary screen, biochemical, luminescent, high phosphate acceptor level, uHTS; inhibition, % at 20 µM; purified TNAP, CDP-star luminescence, 1 M DEA; 200,000 compounds, 0.03% hits; Alkaline phosphatase, tissue-nonspecific isozyme (Homo sapiens), P05186; AID 1135, 2008;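 active means over 50% inhibition of tissue-nonspecific alkaline phosphatase at 20 µM in the single-dose screen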;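 further: plate controls were DMSO wells for no effect and EDTA-quenched wells as full inhibition for full effect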
Target sequence (P05186 whole entry, looked up): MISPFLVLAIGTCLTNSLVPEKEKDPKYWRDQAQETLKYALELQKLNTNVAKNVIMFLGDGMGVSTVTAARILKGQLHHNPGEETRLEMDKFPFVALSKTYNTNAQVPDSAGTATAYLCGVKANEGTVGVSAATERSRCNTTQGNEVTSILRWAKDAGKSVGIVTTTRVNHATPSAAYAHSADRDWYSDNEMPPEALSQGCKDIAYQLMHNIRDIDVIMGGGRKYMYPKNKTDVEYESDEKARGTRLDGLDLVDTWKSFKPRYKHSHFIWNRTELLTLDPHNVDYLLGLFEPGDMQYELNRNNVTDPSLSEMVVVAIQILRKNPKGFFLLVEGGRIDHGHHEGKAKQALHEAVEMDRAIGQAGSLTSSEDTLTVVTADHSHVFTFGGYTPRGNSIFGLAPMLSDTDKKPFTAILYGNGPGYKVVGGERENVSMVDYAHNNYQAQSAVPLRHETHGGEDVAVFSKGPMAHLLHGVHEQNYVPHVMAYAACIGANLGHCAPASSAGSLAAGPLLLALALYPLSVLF
bIAP activator = bovine intestinal alkaline phosphatase activators, primary screen, biochemical, bovine IAP, CDP-star luminescence | alkaline phosphatase, intestinal [Bos taurus] | purified bovine IAP, 30 min; stronger effect = higher value; fold of DMSO-control signal, blank-subtracted | activation factor at 20 µM | 200,000 compounds, 0.17% hits | AID 1016, 2008;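 active means activation factor of 2 or more at 20 µM, a signal rise over negative controls twice the positive control's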
TNAP inh noacc = human TNAP enzyme inhibitors, primary screen, biochemical, luminescent, no phosphate acceptor, uHTS. inhibition, % at 20 µM. 200,000 compounds, 0.26% hits. AID 1012, 2008. Alkaline phosphatase, tissue-nonspecific isozyme (Homo sapiens), P05186. purified TNAP, CDP-star luminescence, 30 min;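 active means tissue-nonspecific alkaline phosphatase inhibition above about 50% at 20 µM in the single-dose screen, limit read from the data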;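 further: 0% = DMSO negative control and 100% = EDTA positive control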
FLuc inhib CS = firefly luciferase enzyme inhibitors, primary screen, artefact control for luciferase-based inhibitor screens, biochemical, luminescence, ATPLite; Luciferin 4-monooxygenase (Photinus pyralis), P08659; AID 1006, 2008; 10 min; inhibition, % at 10 µM; 200,000 compounds, 1.5% hits;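 active means inhibition above about 50% when tested at 10 µM, limit read from the data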
PMI act satM6P = human PMI activators, high substrate, primary screen, biochemical, fluorescence intensity, near-saturating mannose 6-phosphate | AID 1216, 2008 | 190,000 compounds, 0.34% hits | Mannose-6-phosphate isomerase (Homo sapiens), P34949 | coupled PMI enzyme assay, resazurin fluorescence, 20 min; stronger effect = higher value; 1 = untreated enzyme, 0 = substrate-free blank | activation factor at 20 µM;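 active means activation factor of 2 or more at 20 µM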
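Technique: Diaphorase-driven resazurin-to-resorufin fluorescence, excitation 544, emission 590 nm | Assay system: Human PMI in coupled enzyme assay | Times: Enzyme reaction with compound 20 min at room temperature | Medium: HEPES-buffered pH 7.4 with magnesium and detergent | Reagent: Mannose-6-phosphate 1.0 mM (near-saturating) plus 0.22 mM NADP+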
TNAP act hi DEA = TNAP activators at high phosphate acceptor level, primary screen, biochemical, luminescence, uHTS. Alkaline phosphatase, tissue-nonspecific isozyme (Homo sapiens), P05186. purified TNAP, CDP-star luminescence, 1 M DEA, 30 min; stronger effect = higher value; 0 = EDTA background, 1 = DMSO-only activity. activation factor at 20 µM. 200,000 tested, under 10 active. AID 1136, 2008;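 active means activation factor at least 2 at 20 µM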
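Dosing: 20 µM single point. System: human TNAP. Amount: TNAP 1/800 final. Incubation: 30 min, room temperature. Read-out: TNAP activation factor scaled between EDTA and DMSO control wells. Signal: luminescence from CDP-star hydrolysis. Medium: 1 M DEA, pH 9.8, Mg2+, Zn2+. Control set: EDTA negative control, DMSO positive control.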
* marks the source's active call; other numbers are inactive results; . = not tested or not shown. Rows are unselected. About 3.6% of those tested had a hit in this group.

smiles,FLuc act counter,bIAP activator,FLuc inhib CS,APP 5'UTR act,NF-kB neuron act,TNAP act hi DEA,TNAP inh hiacc,TNAP inh noacc,PMI act,PMI act satM6P
O=C/C(=C\Nc1ccc(S(=O)(=O)CCO)cc1)c1nc2cc(Cl)ccc2o1,1.1,1.2,-6,-2,0.95,1,-2,-84,1.2,1.1
COc1ccc(CNC(=O)COC(=O)c2ccc(Br)cc2)cc1,1,1.2,0,5,1.2,1,2,-6,1.3,1.2
COC(=O)C(Cc1c[nH]c2ccccc12)NC(=O)c1cc(-c2ccc(OC)c(OC)c2)oc1C (configuration not stated),1,1,2,15,0.81,1,-4,-18,1.2,1.2
COc1ccc(C(=O)NC(=S)Nc2cccc(S(=O)(=O)N3CCOCC3)c2)cc1,1,0.8,-3,-2,0.85,1,-1,3,1,1
O=C(Nc1ccccc1)Nc1ccc2ncoc2c1,0.8,1.1,22,65,1.8,1,-3,-10,0.9,0.8
CCO[C@H]1OC(C(N)=O)=C[C@@H](c2csc3ccccc23)[C@@H]1CCCO,1,1.1,-4,7,1.1,1,0,-3,1,1
Cc1nc2c(C(=O)NCCc3ccccc3)c[nH]n2c(=O)c1Cl,1.1,1,-8,15,1.2,1.1,-6,-12,0.4,0.4
COc1ccc([N+](=O)[O-])cc1NC(=O)c1ccc(N(Cc2ccccc2C)S(C)(=O)=O)cc1,1.1,0.9,-6,0,0.5,1,1,-16,0.9,1
CNc1nc2sc3c(c2c(=O)n1C)CC(C)(C)SC3,1,1,-4,10,1.3,1,-3,-13,0.9,0.9
CN(C)C(=S)N=Nc1[nH]c2ccccc2c1O,0.9,0.8,13,-12,0.26,0.9,10,-36,1,0.8
Cc1ccc(N2C(=O)CN(Cc3sccc3C)C2=S)cc1C,1,0.5,-1,-7,1.1,1,-2,-21,0.9,1
O=[N+]([O-])c1ccc(Nc2c3ccccc3nc3ccccc23)cc1,1,0.8,-3,-18,0.77,0.8,19,10,0.9,1
O=C(CCc1nc2ccccc2[nH]1)Nc1ccccc1,1.1,0.9,-5,13,1.4,1,-4,-9,0.9,1
COC(=O)COc1ccc(S(=O)(=O)NCc2ccco2)cc1,1.1,0.9,-9,-3,1,1.1,-6,-4,0.9,1
Cc1cc(NC(=O)CSc2nccn2C)no1,1.1,1,-6,-7,0.93,1.1,-7,-15,1,1
CC(=O)NC(CC(=O)OCC(=O)c1c(N)n(C)c(=O)n(C)c1=O)c1ccccc1 (configuration not stated),1.1,1,-11,-7,1.2,1.1,-8,-16,1.1,1.1
Cc1ccc(Cl)cc1N1CCN(Cc2nc3c(c(=O)[nH]c(=O)n3C)n2Cc2ccccc2F)CC1,1.1,1,-8,.,.,1.1,-8,-3,0.8,0.8
Cc1ccccc1C(=O)NNc1ccc([N+](=O)[O-])cc1,1.1,0.8,-9,-3,1,0.8,15,8,1,1.1
CN1C(=O)CC2(CC(=O)N(Cc3ccccc3)C2)C1=O (configuration not stated),1,1,-4,0,0.95,1.1,-5,-11,1.1,1.1
CC(=O)Nc1nnc(SCC(=O)c2ccc3c(c2)Cc2ccccc2-3)s1,1,1,-4,-20,1,1,-3,-4,0.8,0.8
COc1ccccc1/C=C/C(=O)NC(=S)NC(C)C,1.1,0.9,-5,-2,1.2,1,-5,7,1,1.1
COc1cccc(/C=N/NC(=O)CCNc2n[nH]c(=O)[nH]c2=O)c1OC,1,1,-5,-5,1.2,1,-1,-2,1,0.9
Cc1cc(C)n(-c2ccc(C(=O)OCC(=O)NCc3ccc(Cl)cc3)cc2)n1,1,1.1,0,-10,1.1,1,3,-3,0.8,0.9
CCN(CCCNC(=O)CCNC(=O)Cn1cnc2ccccc2c1=O)c1cccc(C)c1,1,0.9,-1,2,0.99,1,0,-4,0.7,0.8

3 structures already listed, sorted by length of the SMILES, rising:
smiles,FLuc act counter,bIAP activator,FLuc inhib CS,APP 5'UTR act,NF-kB neuron act,TNAP act hi DEA,TNAP inh hiacc,TNAP inh noacc,PMI act,PMI act satM6P
COc1ccccc1/C=C/C(=O)NC(=S)NC(C)C,1.1,0.9,-5,-2,1.2,1,-5,7,1,1.1
COc1cccc(/C=N/NC(=O)CCNc2n[nH]c(=O)[nH]c2=O)c1OC,1,1,-5,-5,1.2,1,-1,-2,1,0.9
Cc1cc(C)n(-c2ccc(C(=O)OCC(=O)NCc3ccc(Cl)cc3)cc2)n1,1,1.1,0,-10,1.1,1,3,-3,0.8,0.9

Further structures:
smiles,FLuc act counter,bIAP activator,FLuc inhib CS,APP 5'UTR act,NF-kB neuron act,TNAP act hi DEA,TNAP inh hiacc,TNAP inh noacc,PMI act,PMI act satM6P
COC(=O)CCS(=O)(=O)c1ccc(Cl)cc1,1,1,-3,5,0.91,1,0,-16,1,1
CCC(C)c1ccc(NC(=O)COC(=O)C2=COCCO2)cc1 (configuration not stated),1.1,0.9,-7,3,1.2,1.1,-6,-2,1.1,1
CCCCn1c(Nc2ccccc2)nc2ccccc21,1,0.8,0,20,1.6,1,-3,-6,1,0.9
NC(=O)c1ccccc1NC(=O)CCN1C(=O)c2ccccc2C1=O,1,1,-1,-9,1.2,1,-1,-4,0.9,0.9
Oc1ccccc1CNCCCNCc1ccccc1O,1,1.1,0,-6,0.85,1,-1,-48,1,1
Cc1cc(NS(=O)(=O)c2ccc(NC(=O)Nc3ccccc3)cc2)no1,1.1,0.9,-5,-10,1.1,1,-2,-11,0.9,1
Cc1cccc(NC(=O)CN2NS(=O)(=O)c3ccccc3C2=O)c1,1,1,-4,6,1.1,1.1,-10,-10,1,1
S=c1[nH]nc(-c2ccncc2)n1CC1CCCO1 (configuration not stated),1.1,0.9,-10,-2,0.94,1,-4,-10,1,1
CSc1nnc(-c2sc3cc(C(F)(F)F)cnc3c2-c2cccnc2)n1C,1.1,1,-8,-3,1.2,1,-3,0,1,1
Cc1nc2ccc(S(=O)(=O)NCC(=O)N3CCc4ccccc4C3)cc2s1,1,0.8,-5,1,0.98,1.1,-6,-12,0.9,0.7
COc1ccc(CNc2nc3c(c(=O)[nH]c(=O)n3C)n2CCCc2ccccc2)cc1,1.1,1,-6,0,1.3,1.1,-6,-15,0.9,1
C/C(=N\Nc1ncc(Cl)cc1Cl)c1ccc(OC(F)F)cc1,1,0.9,-4,60,4.5*,1,-5,-14,0.8,0.9
CCCNS(=O)(=O)c1ccc(CCC(=O)NCc2ccc3c(c2)OCO3)cc1,1,0.9,-5,-14,1.1,1,1,-10,1.1,1.1
CCOC(=O)C1(Cc2ccccc2C)CCCN(Cc2cc(OC)c(O)c(OC)c2)C1 (configuration not stated),1,1.1,-1,13,1,1.1,-6,-5,0.8,0.3
CCOc1ccc(N2CC(C(=O)Nc3ccccn3)CC2=O)cc1 (configuration not stated),1,0.9,-2,15,0.96,1,1,-3,0.9,1
c1nnc(NC2=NCCCCC2)s1,1,0.9,0,-5,1.3,1,0,4,0.9,0.9
COc1ccc(NC(=O)n2nc(OC(=O)c3cccs3)cc2N)cc1,1,0.9,0,6,1.3,1,-1,11,0.8,0.6
O=C(c1ccc(S(=O)(=O)N2CCCCC2)cc1)c1nnc(-c2ccc(Cl)cc2)o1,1,0.9,-2,17,1,1.1,-8,-12,1.1,1.1
C=CCn1c(=O)c2c(nc3n2CCN3c2cccc(Cl)c2C)n(C)c1=O,1,1,-5,-11,0.8,1.1,-6,-13,1,1
Nc1ccc(C(=O)OCC(=O)Nc2ccc3c(c2)OCO3)cc1[N+](=O)[O-],1,1,-1,9,0.83,1,2,-13,0.8,0.7
Cc1ccc(NCCC(=O)c2ccccc2)cc1Cl,1,0.9,-4,17,1.3,1,-3,-4,0.8,0.8
COc1ccc(-c2ncncc2-c2csc(C)n2)c(O)c1,1,0.9,-3,0,1,1,1,-5,0.9,0.9
COc1cc(C(=O)NCC(=O)OCc2ccccc2Cl)cc(OC)c1OC,1,1.1,-3,15,0.91,1.1,-5,-13,0.9,0.9
CCCCCCCNC(=O)CC(NS(=O)(=O)c1ccc(NC(C)=O)cc1)C(C)C (configuration not stated),1,1,2,-2,1.2,1,-1,-9,0.9,0.9
COc1cc(C(C2=C(O)CC(C)(C)CC2=O)C2C(=O)CC(C)(C)CC2=O)cc(OC)c1OC (configuration not stated),1,0.9,-2,6,1.1,1,-4,-8,1.2,1.2
Cc1ccc(NC(=O)/C(=C/c2ccco2)c2ccccc2)c(C)c1,1,0.9,-2,-9,0.99,1,-4,-6,0.9,1
Cc1cccc(CS(=O)(=O)Cc2ccc(C(=O)NCC3CCCO3)o2)c1 (configuration not stated),1,0.9,-4,18,1.2,1,-2,-10,1,0.9
COC(=O)c1nnn(-c2nonc2N)c1CSc1nnc(C)s1,1.1,0.9,-6,18,1.1,1,-4,-15,1,1
C/C(CC(=O)Nc1ccc(Cl)cc1)=N\NC(=O)C(=O)NCCO,1,0.9,-4,6,0.94,1,-2,-12,0.9,1.1
O=C(c1cc[n+]([O-])cc1)N1CCc2c([nH]c3ccccc23)C1c1ccccc1Cl (configuration not stated),1,1.1,-1,0,0.96,1.1,-6,-6,0.9,0.9
Cc1ccc2[nH]c(=O)c(COC(=O)c3ccccn3)cc2c1,1,1,2,19,0.82,1.1,-6,-11,0.9,0.9
CCCC(=O)Nc1ccc(C(=O)NCC2CCCO2)cc1 (configuration not stated),1,1,0,5,1.4,1,3,-9,0.9,0.9
Cn1nnc(C(O)CNCc2cccs2)n1 (configuration not stated),1,1,-1,-4,1.2,1,1,-8,1,1
OC(CNCc1ccccc1)COCc1ccc(Cl)cc1 (configuration not stated),1,1.2,0,3,1.1,1,0,0,0.9,1
Cc1[nH][nH]c(=O)c1C=Nc1ccc(C(F)(F)F)cc1,1,1.1,0,-77,1,1.1,-5,-92,1,0.8
O=C1C2C3C=CC(CC3)C2C(=O)N1/N=C/c1ccc(O)c(O)c1 (configuration not stated),0.6,0.9,42,2,2.1,1,3,29,0.8,1.1

High-throughput results (PubChem BioAssay)
